IMPase Li inh: IMPase inhibition in cells with lithium potentiation. AID 1457. CHO-M1 cells, IP1 TR-FRET (IP-One), carbachol + lithium. 0.35% of 210,000 active. Potency, µM (doses to about 59.4 µM), for inactives: top-dose activity, negative = IMPase inhibition, most hits filed as inhibitors;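 note: IP1 builds up when IMPase is blocked and the TR-FRET signal falls; plate controls were basal vehicle for no effect and high inhibitor control for full effect; nearly all actives have a fitted effect of over 50% in size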
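IP1 accumulation measured by competitive TR-FRET in lysed CHO-M1 cells after 30 min compound exposure at 37C, with a small lithium addition to potentiate weak responses. Hill-equation AC50 from ratio and donor-channel data.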
RGS12 GoLoco inh: inhibitors of human Gai1-RGS12 GoLoco interaction (red fluorophore). P63096. Gai1:RGS12 GoLoco peptide FP, rhodamine, 10 min. Potency, µM (series often up to 61.6 µM), without a hit: top-dose activity, negative = inhibition, actives largely listed as inhibitors. 0.44% of 230,000 active. AID 880; active = well fitted inhibition curve with a large enough effect, not every such curve was filed as active; inactive = no such curve, though single readings can be large or run the other way; note: % is set by controls: 0 for no effect and ±100 for the full control effect; nearly all actives have a fitted effect of over 30% in size; many of its hits are not listed in these tables
Target sequence (P63096 whole entry, looked up): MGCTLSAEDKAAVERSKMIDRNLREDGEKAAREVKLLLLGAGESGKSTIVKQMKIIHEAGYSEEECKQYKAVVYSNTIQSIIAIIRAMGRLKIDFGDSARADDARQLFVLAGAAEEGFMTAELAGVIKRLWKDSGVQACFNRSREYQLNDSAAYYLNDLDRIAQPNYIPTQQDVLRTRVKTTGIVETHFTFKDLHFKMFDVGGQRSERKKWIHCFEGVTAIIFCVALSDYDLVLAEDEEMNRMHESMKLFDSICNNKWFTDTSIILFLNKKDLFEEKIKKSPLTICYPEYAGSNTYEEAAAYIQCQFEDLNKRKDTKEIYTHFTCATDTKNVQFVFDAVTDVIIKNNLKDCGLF
GAA glycogen mod: inhibitors or activators of human alpha-glucosidase glycogen cleavage. 0.38% of 300,000 active. AID 2100. recombinant GAA, glycogen substrate, Amplex Red glucose oxidase fluorescence. Potency, µM (doses to about 76.4 µM), inactives show at the highest dose activity change, negative = inhibition, usual class: inhibitors. P10253;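 note: 0% = full enzyme reaction and -100% = no-enzyme basal signal; the screen sought inhibitors and activators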
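Natural-substrate format: glycogen cleavage by 4 nM human enzyme, glucose read by Amplex Red coupling (Ex 573, Em 610 nm). Normalized to enzyme and no-enzyme controls.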
HTT cytoprotect: protects HTT-Q103 PC12 cells, measured by ATP | PC12 HTT-Q103 induced, cytoprotection, ATP luminescence, 40 h | Potency, µM (top dose mostly 56.4 µM), for inactives: cytoprotection (ATP increase), actives largely listed as activators | 0.14% of 230,000 active;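 note: % of control where 0% means no effect; nearly all actives have a fitted effect of over 45% in size; toxic huntingtin expression switched on by the ecdysone agonist tebufenozide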
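PC12 cells stably carrying ecdysone-inducible Htt exon 1 (Q103)–GFP were induced with 100 nM tebufenozide (final) alongside library compounds in a dose series. Cytoprotection was scored as retained ATP by ATPlite luminescence.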
aGlu spleen mod: inhibits or activates alpha-glucosidase in human spleen homogenate; P10253; human spleen homogenate, 4-MU-alpha-glucoside fluorescence; Potency, µM (highest dose often 79.9 µM), for inactives: at the highest dose activity change, negative = inhibition, hits mostly inhibitors; 0.006% of 240,000 active;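 note: 0% = enzyme with vehicle and -100% = no enzyme basal signal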
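AC50 values come from Hill-equation fits of concentration-response data, normalized to no-enzyme and full-activity controls. Enzyme source: 1 ug human spleen homogenate; 1 mM fluorogenic 4-MU glucoside, pH 5.0 citrate buffer, 37 C, 40 min.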
GAA inhib: alpha-glucosidase (human) inhibition; P10253; purified human GAA, 4-MU-alpha-glucoside fluorescence; Potency, µM (titrated, usually from 76.9 µM), for inactives: at the highest dose activity change, negative = inhibition, hits mostly inhibitors; 0.005% of 200,000 active;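 note: plate controls were uninhibited enzyme wells for no effect and no-enzyme background for full effect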
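Compounds are titrated up to 77 uM against 4 nM human enzyme. Substrate 4-methylumbelliferyl-alpha-D-pyranoside (400 uM) reacts 20 min at room temperature in pH 5.0 buffer; liberated 4-methylumbelliferone is read at 440 nm.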
HttQ103 aggreg: inhibitors of mutant huntingtin aggregate formation in PC12 cells; PC12 HttQ103-GFP aggregates, Acumen cytometry, 40 h; Potency, µM (doses to about 46.1 µM), for the others: top-dose activity change, negative = inhibition, actives largely listed as inhibitors; 1.1% of 220,000 active; note: % is set by controls: 0 for no effect and ±100 for the full control effect; nearly all actives have a fitted effect of over 60% in size
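Quantitative HTS on tebufenozide-induced (100 nM) PC12 cells stably expressing polyQ103 Huntingtin exon 1–GFP. Reduction of bright GFP aggregates, detected by laser scanning cytometry after lysis, identified actives across the titration.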
* = called active by the depositor; ? = inconclusive; . = not tested or not shown; [ ] = remark or other dose. Unless noted, calls come from the whole dose curve; as a rule, active = well fitted curve in the direction sought with a large enough effect; inconclusive = small, poorly fitted or top-dose-only effect, or another doubt; inactive = no such curve, though single readings can be large; an effect the other way counts as inactive or inconclusive. Potency is the fitted concentration of half-maximal effect.

SMILES	IMPase Li inh	RGS12 GoLoco inh	GAA glycogen mod	HTT cytoprotect	aGlu spleen mod	GAA inhib	HttQ103 aggreg
CN(Cc1cn(-c2ccccc2)nc1-c1cc2ccccc2o1)C(=O)CCC(=O)O	-2%	2%	1%	-61%[inhibitor]	0%	-5%	10%
COc1cc(C(=O)OCC(=O)Nc2ccc(SC(F)F)cc2)cc(OC)c1OC	-11%	0%	-9%	.	-2%	2%	11%
Cc1ccc2c(c1)c1c(n2C)C(=O)CCC1	-3%[38.3 µM]	11%	-2%	-6%	3%	4%	3%
Cc1cccc(C(=O)Nc2ccccc2C(=O)OCc2c(C)noc2C)c1	7%[38.3 µM]	-1%	5%	-23%[10 µM]	-9%	1%	2%
Cc1cc(C(=O)N2CCN(C(=O)c3ccco3)CC2)ccc1[N+](=O)[O-]	4%	9%	0%	-4%	8%	7%	25%
COc1ccc(Br)cc1S(=O)(=O)NNC(=O)c1c(C)nc2ccccn12	15%	9%	10µM*	-17%[10 µM]	2%	6%	-3%[9.22 µM]
COc1ccc(OC)c(C2C3CN(C(C)C)CC=C3C(C#N)=C(N)C2(C#N)C#N)c1 (configuration not stated)	4%[38.3 µM]	34%[activator]	2%	-12%[10 µM]	-1%	-9%	?
Cc1ccc(CN2CCN(CC(=O)NC(C)CCc3ccccc3)C2=O)cc1 (configuration not stated)	3%[38.3 µM]	-4%	0%	0%	-2%	-12%	22%
C=CCNc1c2c(nc3ncnn13)CC(C)CC2 (configuration not stated)	-1%	3%	-14%	.	-20%	-3%	14%
COC(=O)C1=CN(C)C=C(C(=O)OC)C1c1ccsc1	14%[38.3 µM]	10%	5%	-4%[10 µM]	?	?	-14%
COc1ccc(NC(=S)Nc2cccc(C(F)(F)F)c2)c(C)c1	8%	1%	-20%	?	-1%	-4%	-4%
O=C(O)C1C2C=CC(C2)C1C(=O)Nc1cccc(F)c1 (configuration not stated)	26%[38.3 µM]	5%	1%	4%[1.9 µM]	3%	0%	4%
COc1ccc(CC(=O)c2ccc(OC)c(OC)c2)cc1	-11%	2%	2%	.	-10%	-7%	14%
O=C1C=CC(=O)N1c1ccc(N2CCCCC2)cc1	22%	5µM*	17%	.	3%	-3%	.
COc1ccccc1C1CC(c2ccc(Cl)cc2)Nc2nc(N)nn21 (configuration not stated)	.	.	2%	-11%	-1%	-5%	4%
COc1cccc2c1OC1(C)CC2NC(=O)N1c1cccc(C(=O)N2CCN(c3ccccn3)CC2)c1 (configuration not stated)	0%[38.3 µM]	1%	-1%	-1%	0%	5%	6%
Cc1ccc(C(=O)OCC(=O)c2c[nH]c3ccccc23)cc1NC(=O)c1ccco1	15%	17%	1%	?	11%	0%	15%
CN(CCc1ccccn1)S(=O)(=O)c1ccc2c3c(cccc13)C(=O)N2	11%[38.3 µM]	-2%	-21%	-6%[0.074 µM]	-11%	8%	-6%
CC(C)N1C(=O)C2C(C(=O)NC3CCCCC3)C3C=CC2(O3)C1C(=O)NC1CCCCC1 (configuration not stated)	-5%[38.3 µM]	6%	4%	-19%	-13%	-1%	4%
CCOc1ccc(C(=O)Nc2ccc(-c3cc4ccccc4oc3=O)c(C)c2)cc1[N+](=O)[O-]	-1%	0%	9%	-20%[10 µM]	-2%	4%	-26%
Nc1c(C(=O)Nc2ccc(Br)cc2)sc2nc(-c3ccco3)ccc12	11µM*	89%[activator]	-7%	-49%[inhibitor]	-5%	-7%	1%
CCC(Sc1ncnc2c1c(-c1ccccc1)cn2-c1ccc(OC)cc1)C(=O)OC (configuration not stated)	10%	1%	3%	-2%[10 µM]	-8%	1%	15%
Cc1ccc(S(=O)(=O)Nc2nc3ccc(S(C)(=O)=O)cc3s2)cc1	11%[38.3 µM]	0%	3%	-9%[10 µM]	3%	-16%	2%
Cc1ccc2c(c1)NC(=O)c1cccc([N+](=O)[O-])c1CO2	2%	6%	-27%	.	-17%	-2%	17%
CCN(CC)C(=O)N1CCc2ccccc21	-6%	20%	17%	-33%[inhibitor]	1%	3%	14%
O=C(c1ccc([N+](=O)[O-])s1)N1CCN(c2ccccc2)CC1	9%	7%	1%	-29%[10 µM]	-1%	1%	?
CC(C)c1cc(-c2cc(-c3ccccc3)on2)nc(NC2CCCC2)n1	.	1%	1%	5%[10 µM]	4%	.	-37%[9.22 µM]
O=C(Cc1cccc2ccccc12)Nc1nc(-c2cccc([N+](=O)[O-])c2)cs1	14%	6%	6%	-23%[10 µM]	-4%	2%	1%
COc1cc(C)c(NC(=O)C(=S)NCCc2ccccc2)cc1C	17%	-2%	-1%	33%[10 µM]	0%	-3%	?
Cc1ccc(S(=O)(=O)N2CCC(C(=O)NCCCOC(C)C)CC2)cc1	-4%[38.3 µM]	11%	1%	-1%	-3%	-2%	7%
CCOc1ccc(CCNC(=O)COc2cc(=O)n(C)c3ccccc23)cc1OCC	2%	1%	4%	-29%	-1%	-15%	22%
CSc1ncccc1C(=O)OCC(=O)NC(N)=O	16%[38.3 µM]	-4%	1%	18%	-3%	-8%	8%
COc1ccc(NC(=O)c2cc(S(=O)(=O)Nc3ccc(OC)cc3)cs2)cc1	.	-5%	-8%	3%[10 µM]	-4%	.	30%[9.22 µM]
CCN(CC)S(=O)(=O)c1ccc(NC(=O)Nc2cccc(C(F)(F)F)c2)cc1	25%[38.3 µM]	-1%	-24%	-63%[inhibitor]	-7%	-7%	16µM*
Cc1cc(S(=O)(=O)Nc2cccc(O)c2)c(C)s1	-11%[38.3 µM]	11%	-10%	-2%	11%	-3%	?
O=c1c2sccc2n(Cc2cccc(F)c2)c(=O)n1-c1ccc(F)cc1	1%	3%	-10%	-2%[10 µM]	-3%	-4%	14%

Seven of the compounds above, with bars between the fields.
SMILES | IMPase Li inh | RGS12 GoLoco inh | GAA glycogen mod | HTT cytoprotect | aGlu spleen mod | GAA inhib | HttQ103 aggreg
CCOc1ccc(C(=O)Nc2ccc(-c3cc4ccccc4oc3=O)c(C)c2)cc1[N+](=O)[O-] | -1% | 0% | 9% | -20%[10 µM] | -2% | 4% | -26%
Nc1c(C(=O)Nc2ccc(Br)cc2)sc2nc(-c3ccco3)ccc12 | 11µM* | 89%[activator] | -7% | -49%[inhibitor] | -5% | -7% | 1%
CCC(Sc1ncnc2c1c(-c1ccccc1)cn2-c1ccc(OC)cc1)C(=O)OC (configuration not stated) | 10% | 1% | 3% | -2%[10 µM] | -8% | 1% | 15%
Cc1ccc(S(=O)(=O)Nc2nc3ccc(S(C)(=O)=O)cc3s2)cc1 | 11%[38.3 µM] | 0% | 3% | -9%[10 µM] | 3% | -16% | 2%
Cc1ccc2c(c1)NC(=O)c1cccc([N+](=O)[O-])c1CO2 | 2% | 6% | -27% | . | -17% | -2% | 17%
CCN(CC)C(=O)N1CCc2ccccc21 | -6% | 20% | 17% | -33%[inhibitor] | 1% | 3% | 14%
O=C(c1ccc([N+](=O)[O-])s1)N1CCN(c2ccccc2)CC1 | 9% | 7% | 1% | -29%[10 µM] | -1% | 1% | ?

Continuation.
SMILES	IMPase Li inh	RGS12 GoLoco inh	GAA glycogen mod	HTT cytoprotect	aGlu spleen mod	GAA inhib	HttQ103 aggreg
O=C(COC(=O)CCCN1C(=O)c2cccc3cccc(c23)C1=O)Nc1cccc(Br)c1	-6%	-3%	5%	.	-8%	1%	2%
O=c1sc2ccccc2c(N2CCCC2)c1[N+](=O)[O-]	4%	14%	-14%	-13%	-12%	-12%	12%
CCC(C)(C)n1nnnc1C(c1cc2ccc(OC)cc2[nH]c1=O)N1CCc2ccccc2C1 (configuration not stated)	36%[38.3 µM]	9%	-6%	-23%[10 µM]	-9%	-2%	4%
COc1cccc(S(=O)(=O)N2CCOCC2)c1	14%[38.3 µM]	-10%	2%	8%[10 µM]	0%	2%	2%
COc1ccc(Cc2nnc(Nc3ccccc3OC)[nH]c2=O)cc1	1%	-2%	0%	?	6%	-14%	3%
COC(=O)c1cc(-c2ccccc2)sc1NC(=O)c1cc(C)on1	-9%	1%	-2%	19%[10 µM]	-1%	4%	-9%
CCSc1nc2sc3c(c2c(=O)[nH]1)CC(C)(CC)OC3 (configuration not stated)	7%[38.3 µM]	-6%	-15%	-18%	-8%	3%	-5%
CC(=O)NS(=O)(=O)c1ccc(NC(=O)CSc2ccc(Cl)cc2)cc1	-1%	13%	4%	10%[10 µM]	1%	-3%	-9%[9.22 µM]
CCc1nn(CCCC(=O)N2CCc3ccccc3C2)c(=O)c2cc3occc3n12	10%[38.3 µM]	5%	24%	-23%	-1%	7%	-8%
CC(C)Oc1ccccc1OCCCCn1cnc2ccccc2c1=O	20%	1%	12%	-135%[inhibitor]	-2%	5%	?
O=C(COc1ncnc2ccccc12)NCC1CCCO1 (configuration not stated)	0%	6%	9%	-22%	-5%	0%	26%
C[C@H]1Cc2c(COc3ccccc3)nc3c(c2CO1)CN(S(=O)(=O)c1ccc2c(c1)OCCN2C)CC3	7%	0%[14.2 µM]	.	-8%[10 µM]	-3%[17.4 µM]	.	.
COc1ccc(C(=O)C2CCCN(Cc3c(C)[nH]c4ccccc34)C2)c(OC)c1 (configuration not stated)	21%	-11%	-18%	-15%[10 µM]	7%	?	35µM*

Bioassay records (PubChem BioAssay)

Not all compounds are listed, so the mix of outcomes need not match the whole.
